# aSyn tox rescue: qHTS of alpha-syn Inhibitors: NCGC Sytravon Library Screen. S. cerevisiae alpha-synuclein toxicity rescue, BacTiter-Glo growth, 24 h. hit rate 0.02% among 94,000. AID 1347070, 2019. Potency, µM (doses to about 46.1 µM), for inactives: top-dose growth rescue (activation), most hits filed as activators; active = well fitted activation curve with a large enough effect; inconclusive = small, poorly fitted or top-dose-only effect; note: 0% is about no effect
#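 Growth restoration measured by BacTiter-Glo luminescence after 24 hr at 30 deg C; alpha-synuclein yeast, raffinose-pregrown to mid-log, were added at OD600=0.02 in galactose medium onto pinned compounds.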
# Active calls of the source: *; ? = inconclusive; [ ] = another dose, or the depositor's remark. Potency is the fitted concentration of half-maximal effect.
canonical_smiles	aSyn tox rescue
COc1cccc(NC(=O)C(CCSC)NC(=O)C2CCC(C)CC2)c1 (stereo unspecified)	-2%
Cn1cnc(S(=O)(=O)N2CCCC(C(=O)Nc3ccc(F)cc3Cl)C2)c1 (stereo unspecified)	1%
COc1ccccc1NC(=O)CN1C(=O)C2(SCC(=O)N2c2ccc(C)c(C)c2)c2ccccc21 (stereo unspecified)	6%
Cc1cccc(NC(=O)CCS(=O)(=O)c2cc(Br)cc3c2N(C(=O)C2CC2)CC3)c1C	-4%
O=C(C[C@@H]1C[C@H]2c3cc(NC(=O)NC4CCCCC4)ccc3O[C@H]2[C@H](CO)O1)NC1CCCCC1	2%
COc1cccc(C(=O)Nc2ccc(Cl)c(-c3nc4ccccc4[nH]3)c2)c1	-29%
Cc1ccc(Cl)cc1N1CCN(C2(c3ccccc3)C(=O)c3ccccc3C2=O)CC1	-7%
CCCCN1C[C@H](c2ccccc2)[C@@H](CC(=O)NC)C1=O	-13%
Cc1cccn2c(=O)cc(CSc3nnc(NC(=O)C(C)C)s3)nc12	-3%
Cc1cccc(C(=O)Nc2ccc(N3CCC(N4CCCCC4)CC3)c(C(=O)O)c2)c1	-1%
COCCCNC(=O)c1ccc2c(c1)N(Cc1ccccc1)C(=O)c1ccccc1S2	6%
CCCCNC(=O)CC1N=C2c3ccccc3N=C(SCC(=O)NCc3ccccc3Cl)N2C1=O (stereo unspecified)	4%
Cc1ccc(NC(=O)c2ccc3c(O)c(S(=O)(=O)c4ccc(Cl)cc4)c(=O)[nH]c3c2)cc1	-13%
Cc1ccc(NC(=O)CSc2nnnn2C)cc1S(=O)(=O)N1CCCCC1	-1%
Cc1ccccc1OCC(=O)Nc1ccc2oc(-c3ccc(F)cc3)nc2c1	-6%

# More records:
canonical_smiles	aSyn tox rescue
CC1=C(C(=O)Nc2ccc(C(=O)NCCCN3CCCCC3C)cc2)SCCO1 (stereo unspecified)	4%
O=C(NCc1ccco1)C1Cc2ccccc2CN1C(=O)c1ccco1 (stereo unspecified)	6%
COc1ccc(C)cc1NC(=O)CN(c1ccccc1)S(=O)(=O)N(C)C	5%
O=C(N1CCCC1)N1CCN(S(=O)(=O)c2ccccc2)CC1	6%
Cc1cccc2sc(NNC(=O)C3=COCCO3)nc12	1%
COc1ccc(S(=O)(=O)N(CCc2ccccc2)CC(=O)Nc2cc(C)ccc2C)cc1	17%
COc1ccc(CNC(=O)c2cccc(N3CCCS3(=O)=O)c2)cc1	-10%
Cc1cn([C@H]2C[C@H](O)[C@@H](CNCc3ccc(F)c(N4CCOCC4)c3)O2)c(=O)[nH]c1=O	1%
COc1ccc(Cn2ccc3nc(C)c(C(=O)Nc4ccc(OC)cc4)cc3c2=O)cc1	1%
COc1ccc(-c2cn3c(n2)sc2cc(C(=O)NCC(C)c4ccccc4)ccc23)cc1 (stereo unspecified)	-4%
CCOc1ccccc1CNC(=O)c1c([N+](=O)[O-])c(C)nn1C	-8%
CN(CC(=O)Nc1cccc(S(=O)(=O)N(C)c2ccccc2)c1)Cc1cccs1	-4%
Cc1ccnc(SC2CC(=O)N(c3ccccc3)C2=O)n1 (stereo unspecified)	2%
COc1ccc(CCNC(=O)CSc2n[nH]c(-c3ccccc3Cl)n2)cc1OC	3%
COc1ccc(-c2noc(N3CCC(C(=O)Nc4ccc(F)cc4Cl)CC3)n2)cc1	-10%

# (continued)
canonical_smiles	aSyn tox rescue
CC/C(=C\c1oc2cc3ccccc3cc2[n+]1CC)Nc1ccccc1	-3%
CSc1cccc(NC(=O)Cn2c3ncccc3c(=O)n2-c2ccc(C)cc2)c1	-1%
CCOC(=O)/C(=C/c1cn(C)c2ccccc12)NC(=O)c1ccccc1	-8%
CC(=O)c1ccc(NC(=O)CSc2nnc3ccc(-c4ccc(F)cc4)nn23)cc1	2%
CCc1ccc(C2CC(=O)Nc3c2c(=O)nc2c(C)cccn32)cc1 (stereo unspecified)	-1%
CCCNC(=O)Cn1nc(-c2ccccc2OC)ccc1=O	2%
Cc1c(C(=O)Nc2ccccn2)oc2ccc(Br)cc12	0%
CCOC(=O)N1CCN(C(=O)CS(=O)Cc2nc(-c3ccc(C)cc3)oc2C)CC1 (stereo unspecified)	1%
O=C(COC(=O)C1(c2ccccc2)CC1)NNC(=O)c1ccccc1	-6%
COCCNC(=O)Cn1c(=O)n(CCCCCC(=O)Nc2ccccc2)c(=O)c2sccc21	3%
CCc1c(C)sc(NC(=S)NC(C)C2CCCO2)c1C(=O)OC (stereo unspecified)	4%
Cc1c(CCOC(=O)C23CC4CC(CC(C4)C2)C3)sc[n+]1CC#N	13%
C[C@@H]1CN([C@@H](C)CO)S(=O)(=O)c2ccc(Br)cc2O[C@@H]1CN(C)C(=O)C1CC1	2%
CN(C)CCCN1C(=O)c2oc3ccc(Cl)cc3c(=O)c2C1c1cccnc1 (stereo unspecified)	8%
O=C(Nc1noc2ccccc12)c1c(F)cccc1F	-15%

# Additional compounds follow.
canonical_smiles	aSyn tox rescue
CCOc1ccc(CCn2c3c(c(=O)[nH]c2=O)C(NC(=O)c2cccc(F)c2)(C(F)(F)F)C(=O)N3)cc1OCC (stereo unspecified)	-6%
CNC(=S)N1CCC(NC(=O)C23CC4CC(CC(C4)C2)C3)CC1	13%
CN1CCn2cnc(C(=O)NCc3ccccc3)c2C1=O	-7%
CCc1nn(CC(=O)NCCCc2ccccc2)c(=O)c2cc3c(OC)cccc3n12	-5%
COc1ccc(CN2C(=O)C(CC(=O)NC3CCCC3)CC(C(=O)N(C)C)=C2C)cc1 (stereo unspecified)	-2%
Cc1cc(-c2nnnn2-c2cc(Cl)cc(Cl)c2)no1	9%
Cc1cc(=O)oc2cc(OCC(=O)Nc3ccc(S(=O)(=O)N(C)C)cc3)ccc12	-1%
Cc1ccc(CNC(=O)c2nc(-c3ccc(Cl)cc3)n3c2CCCCC3)cc1	?
CC(C)COc1ccc(C(=O)N(Cc2cccc(F)c2)C2CCS(=O)(=O)C2)cc1 (stereo unspecified)	12%
COc1cccc(NS(=O)(=O)c2ccc3[nH]cc(C(=O)NCCc4ccc(C)cc4)c(=O)c3c2)c1	-2%
Cc1ccc(/C=N/Nc2nc(N3CCCCC3)nc(N3CCCCC3)n2)o1	-3%
CC(=O)Nc1ccccc1NC(=O)C/C(C)=N/NC(=O)c1cccnc1	-5%
O=C(c1ccc2c(c1)N(Cc1ccc(Cl)cc1)C(=O)c1ccccc1S2=O)N1CCN(c2ccccc2F)CC1 (stereo unspecified)	6%
CCOc1ccccc1NC1c2ccccc2C(=O)N1Cc1ccco1 (stereo unspecified)	2%
CCN(C(=O)c1cn(CC)c(=O)c2cc(OC)c(OC)cc12)c1ccccc1F	-7%

# Going on with the list.
canonical_smiles	aSyn tox rescue
COc1ccc(CNC(=O)c2ccc(N3CCCC3)c(NC(=O)NCc3ccc(C)cc3)c2)cc1	0%
O=C(CSc1nc2c(c(=O)n1-c1ccccc1)SCC2)NCC1CCCO1 (stereo unspecified)	-3%
CCOc1ccccc1NC(=O)c1c(NC(=O)Cc2ccc(OC)cc2)sc2c1CCC2	10%
NS(=O)(=O)c1ccc(NC(=S)NNC(=O)c2cccs2)cc1	1%
COc1cc(-c2noc(-c3cc4cccc(C)c4oc3=O)n2)cc(OC)c1OC	-14%
O=C1CC2(CCN(C(=O)c3c(F)cccc3Cl)CC2)Oc2ccccc21	0%
Cc1noc(/C=C/N(C)C)c1S(=O)(=O)N1CCCC(C(=O)NC2CCCCC2C)C1 (stereo unspecified)	7%
COCCCNC(=O)CCCn1c(=O)c2cccn2c2ccccc21	1%
Cc1ccc2c(=O)cc(C(=O)Nc3sc4c(c3C(=O)NCc3ccco3)CCC4)oc2c1C	3%
O=C(Nc1nc2ccc(F)cc2s1)c1nc(S(=O)(=O)Cc2ccccc2)ncc1Cl	4%
CCn1c(=O)c2sccc2n2c(CCC(=O)NCc3ccc(Cl)cc3)nnc12	-5%
CCCCC(=O)Nc1ccc(OCc2cc(=O)n3ccc(C)cc3n2)cc1	-2%
O=C(COC(=O)CNS(=O)(=O)c1ccc(F)c(F)c1F)NC1CCCC1	-5%
COCC(=O)N(C)C[C@H]1Oc2cc(Br)ccc2S(=O)(=O)N([C@H](C)CO)C[C@H]1C	5%
COc1ccccc1CN1CCN(Cc2nc(Cc3ccccc3)no2)CC1	-2%

# The listing continues.
canonical_smiles	aSyn tox rescue
Cc1ccc(-c2nn3cnnc3c3ccccc23)cc1C	-14%
O=C(NCCc1ccc(Cl)cc1)c1cnc2sc(N3CCOCC3)nn2c1=O	-4%
Cc1ccc(C(=O)NN2C(=O)c3ccc(S(=O)(=O)c4ccc(C(=O)O)cc4)cc3C2=O)cc1	14%
Cc1cc(C)cc(N2CCn3c2nc2c3c(=O)n(CCCc3ccccc3)c(=O)n2C)c1	6%
CC(C)Cn1c(=O)c2sccc2n2c(CCCC(=O)Nc3ccc(Cl)cc3)nnc12	7%
Cc1cc(C(=O)Cn2c(CO)nc3ccccc32)c(C)n1C	3%
COc1ccc(C)cc1NC(=O)N1CCC(CN2CCOCC2)CC1	3%
Cc1cccc(C(=O)NCCCNC(=O)c2ccco2)c1	-1%
CCN(CC)c1ccc(-c2nc(-c3ccco3)no2)cc1[N+](=O)[O-]	6%
Cc1ccc(C(=O)Nc2nnc(CC(=O)N/N=C/c3ccc(O)c(O)c3)s2)cc1	-5%
CC(=O)N(C(C)=O)S(=O)(=O)c1ccc(N=NN2CCCCC2)cc1	-16%
CCOC(=O)CC(NC(=O)CCc1c(C)nc2c(-c3ccccc3)c(C)nn2c1C)c1ccc(OC(C)C)cc1 (stereo unspecified)	10%
COc1ccc(/C=N/NC(=O)c2ccc(COc3cccc4cccnc34)cc2)cc1O	-11%
COC(=O)C1C2C=CC3(CN(C(C)C)C(=O)C13)O2 (stereo unspecified)	3%
CN(C)C(=O)c1ccc(NC(=O)COC(=O)c2cc(S(=O)(=O)N(C)C)ccc2N2CCCC2)cc1	-5%

# Following part.
canonical_smiles	aSyn tox rescue
COc1ccc(-c2csc(Nc3cccc(C)n3)n2)cc1OC	-10%
Cc1ccc(COC(=O)c2cc(S(=O)(=O)N3CCCCC3)ccc2N2CCOCC2)cc1	2%
O=[N+]([O-])c1ccc(CSc2ccc(-c3ccccn3)nn2)cc1	-11%
Cc1ccc(C(=O)Nc2ccc(-c3nc4ccccc4s3)cc2C)cc1C	9%
CCN(c1ccc(C)cc1)S(=O)(=O)c1nnc(NC(=O)C2CCCCC2)s1	-2%
CCc1ccc(NC(=O)CSC2=Nc3ccccc3C3=NC(CC(=O)NCc4ccc5c(c4)OCO5)C(=O)N23)cc1 (stereo unspecified)	-3%
Cc1ccc(N2CC(c3nc(-c4ccc(Cl)cc4)no3)CC2=O)cc1F (stereo unspecified)	1%
Cn1c2ccccc2c(=O)c2c(=O)n(-c3ccc(F)cc3)c(-c3cccs3)nc21	-8%
CC(=O)Nc1ccc(/C=C(\C#N)C(=O)NC2CCCCC2)cc1	4%
Cc1ccc(-n2nc3c(=O)n(C(C)C(=O)NCc4ccc(OC(C)C)cc4)nc(C)c3c2C)cc1 (stereo unspecified)	-2%
COc1ccc(CNC(=O)Nc2cn(CC(C)C)c(=O)c3ccccc23)c(OC)c1	-3%
CC(C)CCNC(=O)c1ccc2c(c1)NC(=O)C(C(C)C)N2 (stereo unspecified)	2%
CCc1nnc(NC(=O)CSc2nnc(CNC(=O)c3ccccc3F)n2C)s1	3%
O=C(CSC1=NS(=O)(=O)c2ccccc2N1)N1CCCCC1	2%
CCOC(=O)C1C(=O)NC(c2ccccc2)=NC1c1ccc(Br)cc1 (stereo unspecified)	5%

# Going on with the list.
canonical_smiles	aSyn tox rescue
Cc1onc(-c2ccc(F)cc2F)c1C(=O)Nc1cccc(C(F)(F)F)c1	-13%
O=C(CNC(=O)c1ccc2c(c1)OCO2)Nc1ncccc1O	6%
CSc1nnc(NC(=O)c2cc(=O)c3cc(C)c(C)cc3o2)s1	-1%
CC(=O)N1c2ccc(S(=O)(=O)N3CCCC(C(=O)Nc4cccc(F)c4)C3)cc2CC1C (stereo unspecified)	0%
Cc1ccc(N2CCn3c2nc2c3c(=O)n(CCc3ccccc3)c(=O)n2C)cc1C	-1%
COc1ccc(-c2nc3ccccc3n2Cc2ccc(Cl)cc2)cc1	2%
Nc1c2nc(-c3ccccc3)[nH]c(=O)c2nc(=O)n1-c1ccccc1	-12%
Cc1ccc(C(=O)CSc2nc(-c3ccccc3)nc3c2CCCC3)cc1C	2%
O=C(CSc1nc(-c2cccc(F)c2)[nH]c1-c1ccccc1)Nc1ccc2c(c1)OCO2	-34%[inhibitor]
CC1Oc2ccccc2N(CC(=O)N2CCCCCC2)C1=O (stereo unspecified)	4%

# Four of the compounds above, with each value named:
CSc1nnc(NC(=O)c2cc(=O)c3cc(C)c(C)cc3o2)s1
  aSyn tox rescue = -1%

Cc1ccc(N2CCn3c2nc2c3c(=O)n(CCc3ccccc3)c(=O)n2C)cc1C
  aSyn tox rescue = -1%

O=C(CSc1nc(-c2cccc(F)c2)[nH]c1-c1ccccc1)Nc1ccc2c(c1)OCO2
  aSyn tox rescue = -34%[inhibitor]

Cc1ccc(C(=O)CSc2nc(-c3ccccc3)nc3c2CCCC3)cc1C
  aSyn tox rescue = 2%

# 3 of the compounds above, with each value named:
CSc1nnc(NC(=O)c2cc(=O)c3cc(C)c(C)cc3o2)s1
  aSyn tox rescue: -1%

Cc1ccc(C(=O)CSc2nc(-c3ccccc3)nc3c2CCCC3)cc1C
  aSyn tox rescue: 2%

Cc1onc(-c2ccc(F)cc2F)c1C(=O)Nc1cccc(C(F)(F)F)c1
  aSyn tox rescue: -13%

# Screening data from PubChem BioAssay.

# This is a subset; the hit share may differ from the screen's.
